ATXN2 expr inh: Primary qHTS for Inhibitors of ATXN expression | HEK-293 ATXN2-luciferase reporter, luminescence, 24 h | Potency, µM (highest dose often 57 µM), for inactives: at the highest dose activity change, negative = inhibition, hits mostly inhibitors | actives 0.72% (n = 360,000); also: potency is read from the fitted curve at half-maximal effect; % is scaled to controls: 0 for no effect and ±100 for the full control effect; nearly all actives have a fitted effect of over 55% in size
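ATXN2-luciferase reporter cells (luciferase flanked by upstream and downstream ATXN2 gene portions) were treated 24 h at 37 °C with compounds at up to 57 uM. SteadyGlo luminescence gave expression; GF-AFC fluorescence gave viability.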
IL-1B inflam inh: qHTS for Inhibitors of Inflammasome Signaling: IL-1-beta AlphaLISA Primary Screen; THP-1 LPS/ATP IL-1B secretion, AlphaLISA, 16 h; stronger effect = lower value; activity change, % at 57.5 µM; actives 4.7% (n = 360,000); in the data active = activity change below about -50%; inconclusive = mostly about -30% to -49%; also: % is scaled to controls: 0 for no effect and ±100 for the full control effect
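THP-1 cells pretreated 1 hr with compounds (up to 57.5 uM final), then stimulated with LPS (250 ng/mL final) plus ATP (1.25 mM final); secreted IL-1B measured by AlphaLISA after 16 hr, decreased signal indicating inhibition.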
KB-3-1 cytotox: qHTS assay for MDR1-selective chemotherapeutics: Primary screen using the parental adenocarcinoma cell KB-3-1. KB-3-1 viability, CellTiter-Glo ATP luminescence, 72 h. Potency, µM (highest dose often 46.1 µM), inactives show top-dose activity change, negative = cytotoxic, actives largely listed as cytotoxic. actives 1.4% (n = 400,000). AID 1347075, 2019; also: potency is read from the fitted curve at half-maximal effect; % is scaled to controls: 0 for no effect and ±100 for the full control effect; nearly all actives have a fitted effect of over 60% in size
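KB-3-1 parental drug-naive adenocarcinoma cells in DMEM/10% FBS, incubated 72 h at 37 C with pin-transferred compounds across a concentration series. Viability by CellTiter-Glo luminescence; concentration-response curves fitted after normalization.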
MCF10A rerep: A quantitative high throughput screen for small molecules that induce DNA re-replication in MCF 10a normal breast cells. MCF 10A DNA re-replication, Hoechst nuclear intensity, 48 h. Potency, µM (titrated, usually from 46.1 µM), for inactives: at the top dose activity, positive = re-replication, hits mostly activators. actives 2.9% (n = 350,000). AID 624296, 2012; also: potency is read from the fitted curve at half-maximal effect; % of control where 0% means no effect; nearly all actives have a fitted effect of over 50% in size
HT1080-NT tox: qHTS for induction of synthetic lethality in tumor cells producing 2HG: qHTS for the HT-1080-NT fibrosarcoma cell line. HT-1080-NT fibrosarcoma viability, CellTiter-Glo ATP luminescence, 48 h. Potency, µM (series often up to 46.1 µM), for the others: at the highest dose activity, negative = less viability, usual class: cytotoxic. actives 1.6% (n = 360,000). AID 686970, 2013;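 also: NT is the 2HG producing partner of a matched IDH1 knockdown line; potency is read from the fitted curve at half-maximal effect; 0% = DMSO-treated cells and -100% = media-only wells without cells; nearly all actives have a fitted effect of over 55% in size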
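Toxicity toward the 2HG-producing NT line was scored as %Activity, normalised to DMSO and no-cell wells, from CellTiter-Glo luminescence after 48 hours' treatment.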
ATXN viability: Viability Counterscreen for Primary qHTS for Inhibitors of ATXN expression; S2 cells (HEK-293 line with an ATXN2-luciferase reporter) viability, CellTiter-Fluor protease fluorescence, 24 h; Potency, µM (series often up to 56.7 µM), most hits filed as cytotoxic; actives 0.49% (n = 400,000); also: potency is read from the fitted curve at half-maximal effect; nearly all actives have a fitted effect of over 40% in size
KB-V1 MDR tox: qHTS assay for MDR1-selective chemotherapeutics: Primary screen using the drug-selected MDR subline cells KB-V1; KB-V1 MDR cells viability, CellTiter-Glo, 72 h; Potency, µM (doses to about 46.1 µM), for the others: at the highest dose activity change, negative = cytotoxicity, hits mostly cytotoxic; actives 3.4% (n = 400,000); AID 1347076, 2019; also: potency is read from the fitted curve at half-maximal effect; % is scaled to controls: 0 for no effect and ±100 for the full control effect; nearly all actives have a fitted effect of over 60% in size
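Following 72 h at 37 degrees C with compound, KB-V1 cell viability was read by CellTiter-Glo luminescence, medium being phenol-red-free DMEM plus 10% FBS; concentration-response parameters came from normalized, curve-fitted qHTS data.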
HT1080 IDH1KD tx: qHTS for induction of synthetic lethality in tumor cells producing 2HG: qHTS for the HT-1080-IDH1KD cell line; actives 2% (n = 360,000); HT-1080 IDH1 knockdown viability, ATP luminescence, 48 h; Potency, µM (series often up to 46.1 µM), for inactives: top-dose activity, negative = toxicity, most hits filed as cytotoxic;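 also: potency is read from the fitted curve at half-maximal effect; 0% = DMSO wells and -100% = cell-free medium wells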
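Using the IDH1-knockdown HT-1080 line run in the same batch and compound series as the NT line, viability after 48 h at 37 °C was determined by CellTiter-Glo luminescence and expressed as % activity.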
SW480 rereplic: A quantitative high throughput screen for small molecules that induce DNA re-replication in SW480 colon adenocarcinoma cells; SW480 DNA re-replication, Hoechst DNA content imaging, 48 h; Potency, µM (titrated, usually from 46.1 µM), inactives show top-dose re-replication activation, most hits filed as activators; actives 1.8% (n = 340,000); also: potency is read from the fitted curve at half-maximal effect; % of control where 0% means no effect; nearly all actives have a fitted effect of over 55% in size
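Per well, 250 cells were exposed to pinned compound for 48 hr. Nuclear DNA was visualised with Hoechst (40 min, 37 C) and total object intensity recorded by fluorescence scanning.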
* marks the source's active call; other numbers are inactive results; i = inactive; ? = inconclusive; . = no result given; & = joins results of further samples; [ ] = another dose, or the depositor's remark. Unless noted, calls follow the shape of the dose curve; as a rule, active = well fitted curve in the direction sought with a large enough effect; inconclusive = small, poorly fitted or top-dose-only effect, or another doubt; inactive = no such curve, though single readings can be large; an effect the other way counts as inactive or inconclusive.

SMILES	ATXN2 expr inh	IL-1B inflam inh	KB-3-1 cytotox	MCF10A rerep	HT1080-NT tox	ATXN viability	KB-V1 MDR tox	HT1080 IDH1KD tx	SW480 rereplic
Cc1cc(C)c(S(=O)(=O)N2CCOC2CNC(=O)C(=O)NCCN2CCOCC2)c(C)c1 (centres undefined)	-3%	-3	.	2%	0%	i	.	-1%	?
O=C(CSc1n[nH]c(-c2ccccc2)n1)Nc1ccc(N2CCOCC2)cc1	-3%	-13	0%	-5%	-4%	i	-21%	-4%	-5%
O=C(Nc1ccc(Cl)c(Cl)c1)N(CCCN1CCOCC1)Cc1cccnc1	-18%	?	-1%	11%	0%	i	-15%	-17%	-1%
NC(=S)N=Nc1c(O)[nH]c2c(Cl)cc(Cl)cc12	2%	?	16%	?	?	i	-11%	-21%	?
O=C(Nc1ccncc1)c1ccccc1-c1ccccc1	-29%	-24	24%	1%	6%	i	8%	2%	-2%
Cc1ccc(/C=N/NC(=O)c2cc(-c3ccc(C)o3)[nH]n2)cc1	-5%	6	?	4.6µM*	?	i	?	21µM*	?
O=C(Nn1cnnc1)c1cc(Cl)cc(Cl)c1	10%	12	-3%	8%	1%	i	22%	0%	-1%
COc1ccc(NC(=O)N2CCCc3cc(C)ccc32)c(OC)c1	12%	?	3%	-2%	17%	i	-5%	-10%	9%
COc1ccc2c(c1)C(=O)N1[C@H]3c4cc(OC)ccc4OC[C@@H]3[C@H](c3ccccc3)[C@]1(C)C(=O)N2	-4%	-14	0%	?	-30%	i	0%	-28%	?
Cc1csc(SCC(=O)Nc2nccs2)n1	4%	21	-8%	-1%	5%	i	2%	2%	-5%
CCn1c(COc2cccc(C)c2)nnc1SCC(=O)Nc1cccc(C(=O)O)c1	0%	1	0%	5%	14%	i	0%	10%	-3%
O=C(NCCN1CCOCC1)C1CC(=O)N(c2ccc(F)c(Cl)c2)C1 (centres undefined)	3%	-2	0%	-2%	7%	i	5%	-1%	-2%
O=C(NCCc1ccccc1)C(=O)NCC1CCCN1S(=O)(=O)c1ccccc1 (centres undefined)	-30%	0	?	23µM*	-25%	i	12µM*	?	18µM*
COC(=O)c1ccc(OC(=O)CCN2C(=O)C3CCCCC3C2=O)cc1 (centres undefined)	-9%	14	-6%	?	-5%	i	?	-3%	2%
C=CCn1nnnc1SCC(=O)Nc1cccc(C(F)(F)F)c1	2%	5	11%	1%	8%	i	6%	8%	-2%
O=C(COc1ccccc1)Nc1nnc(-c2ccccc2)o1	-3%	10	-3%	14%	-14%	i	-6%	-11%	8%
Cc1cccc(-c2nc(CCNC(=O)c3ccco3)cs2)c1	.	?	-1%	.	-16%	i	?	-20%	.
COc1cc(CN2CC(C)CC(C)C2)cc([N+](=O)[O-])c1O (centres undefined)	-3%	i	-2%	43%	9%	i	2%	2%	6%
CCOc1ccc(N(CC(=O)N2CCN(c3ccccc3)CC2)S(=O)(=O)c2c(C)noc2C)cc1	-12%	-1	-1%	5%	0%	i	0%	0%	7%
Cc1c(C(=O)Nc2ccc3c(c2)OCCO3)sc2nc(-c3ccccc3)cn12	32µM*	-92*	?	-1%	?	.	12µM*	?	-1%
Cn1nc(C(=O)N2CCN(c3ccc([N+](=O)[O-])cc3)CC2)c2c1-c1ccccc1S(=O)(=O)C2	8%	21	0%	2%	9%	i	8%	13%	-23%
CN(C)c1cccc(C(=O)N(C)C2CCCN(Cc3ccccc3F)C2)c1 (centres undefined)	.	-11	-29%	10%	-29%	i	?	-27%	7%
Cc1cc(C)c(S(=O)(=O)Cc2ccccc2)c(OC(C)C)n1	-1%	12	-35%	8%	3%	i	-24%	-3%	-26%
O=C(NCCCCNC(=O)c1ccccc1Br)c1ccccc1Br	9%	-8	7%	-10%	10%	?	-17%	15%	2%
CCOc1ccc(CCNC(=O)Nc2ccccc2)cc1OCC	-11%	31	-10%	0%	12%	i	-23%	-3%	11%
Following part.
SMILES	ATXN2 expr inh	IL-1B inflam inh	KB-3-1 cytotox	MCF10A rerep	HT1080-NT tox	ATXN viability	KB-V1 MDR tox	HT1080 IDH1KD tx	SW480 rereplic
O=C(NCC1COc2ccccc2O1)c1ccc(Cl)cc1 (centres undefined)	60%[activator]	-12	7%	4%	25%	i	?	6%	-1%
Cc1cccc2sc(N(CCCN(C)C)C(=O)CCS(=O)(=O)c3ccccc3)nc12	?	-96*	21µM*	?	?	?	-19%	?	?
Cc1nc2ccn(Cc3ccccc3)c(=O)c2cc1C(=O)N1CCN(c2ccc(F)cc2)CC1	-19%&-9%	-14	-2%&1%	11%	-13%	i	-1%&4%	-5%	-2%
Cc1ccc([C@@H]2CC=C(C(=O)O)[C@H](c3ccc(F)cc3)N2S(=O)(=O)c2ccccc2C)cc1	2%	27	0%	?	-15%	?	0%	-14%	-9%
Cc1ccc(S(=O)(=O)NCc2ccc(C(=O)NCCc3ccc(S(N)(=O)=O)cc3)cc2)cc1	4%	33	12%	-2%	0%	i	5%	12%	-2%
CCOc1ccc(N(C(=O)c2ccc3c(c2)OCO3)C2C=CS(=O)(=O)C2)cc1 (centres undefined)	-9%	-5	-8%	2%	0%	i	?	0%	-1%
CCC1CCCCN1CCCNC(=O)c1cn(C)c2ccc(S(=O)(=O)N(C)C3CCCCC3)cc2c1=O (centres undefined)	2%&-8%	0	-11%&13%	-1%	18%	i	6%&7%	1%	-4%
CC(=O)Nc1ccc(S(=O)(=O)Oc2ccc(/C=C3\SC(N)=NC3=O)cc2)cc1	-17%	-8	-1%	-1%	4%	?	2%	0%	1%
Cc1c(CNC2CCCCCC2)c(C(=O)O)c(C)n1Cc1cccc(Cl)c1	3%	.	?	.	.	i	0%	.	.
CCn1cc(C(=O)N[C@@H](CCSC)C(=O)NCCO)c(=O)c2cc3c(cc21)OCO3	0%	4	3%	-2%	16%	i	-3%	11%	-8%
N=c1c(S(=O)(=O)c2ccc(Cl)cc2)cc2c(=O)n3ccccc3nc2n1Cc1ccco1	0%	-12	?	?	-3%	.	-12%	-16%	5.2µM*
Cn1c(=O)c2c(SCC(=O)N3CCc4ccccc43)nc(-c3cccc(F)c3)nc2n(C)c1=O	3%	.	4%	.	.	i	23%	.	.
CCOC(=O)N1CCN(C(=O)c2ccc(N(Cc3ccc(Cl)cc3)S(C)(=O)=O)cc2)CC1	?	-3	-5%	5%	4%	?	7%	-5%	1%
Cc1cc(C)c(CN2CCC(n3nccc3NC(=O)CCOc3ccccc3)CC2)cc1C	-20%	0	-7%	14%	?	i	?	?	-8%
COc1ccc2c(c1)OC[C@H]1[C@H]2N2C(=O)CN(C)C(=O)[C@@]2(C)[C@H]1c1ccccc1	3%	10	0%	?	?	i	-13%	13%	-12%
CCOC(=O)C1CCN(C(=O)CCNC(=O)Cn2ccc3ccccc3c2=O)CC1	-2%	2	27%	1%	12%	?	-2%	4%	-13%
COCCN(CCOC)Cc1c(C)[nH]c2c(C)c(C)ccc2c1=O	9%	-4	-2%	-1%	13%	i	-1%	12%	?
COc1ccc(-c2csc(N(CCCN(C)C)C(=O)c3ccc(OC)c(OC)c3)n2)cc1	.	0	-6%	.	-19%	i	0%	-3%	.

IL-1B inflam inh, hit marks shown above
molecule,IL-1B inflam inh,SW480 rereplic
Cc1c(C(=O)Nc2ccc3c(c2)OCCO3)sc2nc(-c3ccccc3)cn12,-92*,-1%
Cc1cccc2sc(N(CCCN(C)C)C(=O)CCS(=O)(=O)c3ccccc3)nc12,-96*,?

Some entries already given, reduced to ATXN viability:
mol	ATXN viability
CCOc1ccc(N(C(=O)c2ccc3c(c2)OCO3)C2C=CS(=O)(=O)C2)cc1 (centres undefined)	i
CCC1CCCCN1CCCNC(=O)c1cn(C)c2ccc(S(=O)(=O)N(C)C3CCCCC3)cc2c1=O (centres undefined)	i
CC(=O)Nc1ccc(S(=O)(=O)Oc2ccc(/C=C3\SC(N)=NC3=O)cc2)cc1	?

Complete entries, looked up by structure:
Profile of Cc1cccc2sc(N(CCCN(C)C)C(=O)CCS(=O)(=O)c3ccccc3)nc12 : ATXN2 expr inh: ?; IL-1B inflam inh: -96*; KB-3-1 cytotox: 21µM*; MCF10A rerep: ?; HT1080-NT tox: ?; ATXN viability: ?; KB-V1 MDR tox: -19%; HT1080 IDH1KD tx: ?; SW480 rereplic: ?
Profile of COCCN(CCOC)Cc1c(C)[nH]c2c(C)c(C)ccc2c1=O : ATXN2 expr inh: 9%; IL-1B inflam inh: -4; KB-3-1 cytotox: -2%; MCF10A rerep: -1%; HT1080-NT tox: 13%; ATXN viability: i; KB-V1 MDR tox: -1%; HT1080 IDH1KD tx: 12%; SW480 rereplic: ?

Screening data (PubChem BioAssay)

Compounds as they come; overall some 11% were active at least once.
